From PubChem BioAssay
TEAD-YAP inh = TEAD-YAP interaction inhibition, primary screen, TEAD-YAP interaction inhibitor project, luminescence, HEK-TIYL cells | inhibition, % at 9.12 µM | 640,000 tested, 1.4% active | TEAD-Gal4/YAP UAS-luciferase luminescence | AID 1259422, 2018; in the data active means inhibition above about 32%;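 further: 0% = median of test compound wells and 100% = reference inhibitor wells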
GPR151 ag = activators of human GPR151, primary screen, cell-based, PathHunter beta-arrestin, luminescence; G-protein coupled receptor 151 (Homo sapiens), Q8TDV0; PathHunter beta-arrestin GPR151 cells; activation, % at 11.2 µM; 650,000 tested, 1% active; AID 1508602, 2020; in the data active means activation above about 4.9%;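 further: 0% = median of compound wells and 100% = cells with positive control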
Target sequence (Q8TDV0 whole entry, looked up): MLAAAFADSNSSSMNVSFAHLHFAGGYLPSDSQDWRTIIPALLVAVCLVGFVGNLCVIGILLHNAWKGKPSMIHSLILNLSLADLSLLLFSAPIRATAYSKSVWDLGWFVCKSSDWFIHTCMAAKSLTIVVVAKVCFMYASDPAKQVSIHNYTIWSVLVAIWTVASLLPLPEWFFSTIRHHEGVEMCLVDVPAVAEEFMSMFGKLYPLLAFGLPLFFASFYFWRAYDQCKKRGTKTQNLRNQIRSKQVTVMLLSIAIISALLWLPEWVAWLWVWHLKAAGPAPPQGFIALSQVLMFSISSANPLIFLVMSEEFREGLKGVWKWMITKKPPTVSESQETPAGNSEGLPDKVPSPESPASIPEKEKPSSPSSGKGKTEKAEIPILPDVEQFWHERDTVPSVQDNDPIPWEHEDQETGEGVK
FBW7 activator = FBW7 E3 ligase activators, primary screen, biochemical, AlphaScreen, human. F-box/WD repeat-containing protein 7 (Homo sapiens), Q969H0. normalized activity (activation), % at 26.1 µM. 650,000 tested, 0.13% active. AlphaScreen FBW7–phospho-cyclin E peptide binding, activator screen; in the data active means normalized activity above about 1.9%;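 further: purified mutant Fbw7 with reduced substrate affinity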
Target sequence (Q969H0 whole entry, looked up): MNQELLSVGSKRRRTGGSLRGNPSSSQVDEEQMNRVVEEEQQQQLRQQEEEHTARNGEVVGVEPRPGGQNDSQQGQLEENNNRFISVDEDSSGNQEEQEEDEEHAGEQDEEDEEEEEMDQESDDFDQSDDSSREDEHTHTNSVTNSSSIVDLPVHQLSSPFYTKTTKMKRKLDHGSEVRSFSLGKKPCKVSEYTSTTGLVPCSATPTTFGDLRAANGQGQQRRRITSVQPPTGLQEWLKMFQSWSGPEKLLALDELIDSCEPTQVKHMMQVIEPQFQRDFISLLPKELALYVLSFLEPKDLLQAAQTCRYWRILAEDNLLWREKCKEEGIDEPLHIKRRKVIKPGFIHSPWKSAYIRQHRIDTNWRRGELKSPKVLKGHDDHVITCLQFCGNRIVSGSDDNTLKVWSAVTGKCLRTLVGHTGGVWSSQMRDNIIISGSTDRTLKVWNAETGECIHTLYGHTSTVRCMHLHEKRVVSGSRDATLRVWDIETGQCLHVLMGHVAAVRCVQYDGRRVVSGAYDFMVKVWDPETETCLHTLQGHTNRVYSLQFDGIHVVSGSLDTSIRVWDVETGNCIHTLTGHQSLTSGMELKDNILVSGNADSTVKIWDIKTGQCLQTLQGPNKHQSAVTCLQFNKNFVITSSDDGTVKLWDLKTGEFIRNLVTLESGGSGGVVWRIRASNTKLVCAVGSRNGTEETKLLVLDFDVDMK
MITF primary = MITF inhibitors, primary screen, biochemical, AlphaScreen, human | Microphthalmia-associated transcription factor (Homo sapiens), O75030 | AlphaScreen MITF homodimerization, bead proximity signal | inhibition, % at 2.6 µM | 650,000 tested, 0.91% active | AID 1259374, 2018; in the data active means inhibition above about 50%;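 further: 0% = vehicle wells with protein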
Numbers without * were called inactive.

Second line of a record – TEAD-YAP inh, GPR151 ag, FBW7 activator, MITF primary
CCSc1ccccc1C(=O)N1CCCCC1
→ -2, 0.1, 0.0, -2
CCN(CC)C(=O)c1sc(NC(=O)/C=C/c2ccccc2)c(C(=O)OC)c1C
→ 6, 0.1, 0.1, 10
Cn1c(=O)c2ncn(CC(N)=O)c2n(C)c1=O
→ 16, 0.1, 0.8, 7
Cc1cccc(C)c1NS(=O)(=O)c1ccc2c(c1)oc(=O)n2C
→ -6, 1.0, 0.3, -16
CN(C)c1ccc(C2N(Cc3ccccc3)CCCN2Cc2ccccc2)cc1[N+](=O)[O-]
→ -4, -0.1, -0.1, -8
CCOC(=O)CSc1nc(N)c2c3c(sc2n1)COC(C)(C)C3
→ 7, 0.8, 0.4, 14
N=C1S/C(=C\c2ccc(Cl)cc2Cl)C(=O)N1c1nonc1N
→ -74, -2.4, 0.2, -1
CC(C)c1ccc(NC(=O)c2cn(-c3ccc(F)cc3F)c(=O)c3ccccc23)cc1
→ 3, 0.7, 0.0, 5
COc1ccccc1-c1nnc(Nc2nc3c(OC)cccc3s2)o1
→ 53*, 0.5, -0.2, 2
CC(=O)C1=NN(c2cccc(Cl)c2C)C2C(=O)N(c3ccccc3)C(=O)C12 (stereo not drawn)
→ 0, 0.7, 0.1, 5
COC(=O)Cc1c(C)c2c(OCC(N)=O)cc(C)cc2oc1=O
→ 11, -1.4, 0.1, 1
CC(=O)/C(Cl)=N\Nc1c(Br)cc(Br)cc1C(=O)O
→ 2, -0.7, 0.0, -3
O=C(COC(=O)c1cc[n+]([O-])cc1)Nc1cccc(Br)c1
→ 0, -0.2, -0.2, -3
BrC(/C=N\Nc1nnc2c(n1)[nH]c1ccccc12)=C\c1ccccc1
→ -10, 2.4, 0.0, 6
COc1cc2[nH]c3c(=O)n(CCCN4CCN(C)CC4)cnc3c2cc1OC
→ -4, 1.5, -0.2, 7
COc1cccc(NC(=O)Cn2c(COc3ccccc3)nc3ccccc32)c1
→ -5, 1.5, 0.3, 20
COc1ccc(NS(=O)(=O)c2ccc(C)c(N)c2)cc1
→ -3, 0.3, 0.1, -1
Cc1cc(C)n(CCNC(=O)c2csc(-c3cc4ccccc4n3C)n2)n1
→ -6, -0.4, 0.0, -8
O=C(Cn1c2ccccc2c(=O)c2ccccc21)N1CCN(c2cccc(Cl)c2)CC1
→ 16, -1.2, 0.1, -12
Cc1c(-c2ccccc2)oc2c(C(=O)OCC(=O)NC(=O)NC(C)C)cccc2c1=O
→ -10, -0.4, 0.1, 2
O=C(NCc1cccs1)c1ccccc1C(=O)NCc1cccs1
→ 1, -1.5, -0.8, 15
COc1cc2c(cc1NC(=O)CSc1nc3ccccc3s1)oc1ccccc12
→ 14, -1.6, -0.1, 3
CC(=O)Nc1ccc(C2Nc3ccccc3NC3=C2C(=O)CC(C)(C)C3)cc1 (stereo not drawn)
→ -2, -0.7, -0.2, 7
O=C(Nc1ccc2c(c1)S(=O)(=O)N=C1CCCCCN12)c1ccccc1Cl
→ 3, -1.7, 0.0, 10
CCCCC(=O)N(c1nnc(-c2cccnc2)s1)C1CCCC1
→ -21, 1.2, 0.1, -22
CCCCC12CN3CC(C)(CN(C1)C31C(=O)Nc3ccc(Br)cc31)C2=O (stereo not drawn)
→ 3, 0.7, -0.2, -4
Nc1c(C(=O)c2ccccc2)sc2nc(C3CC3)cc(-c3cccs3)c12
→ 10, 0.7, -0.1, 4
CCCCOc1cccc(C(=O)Nc2ccc(S(=O)(=O)Nc3nccs3)cc2)c1
→ 1, 1.2, -0.2, -14
COc1ccc(NC(=O)c2cc([N+](=O)[O-])ccc2O)cc1
→ 86*, -9.8, 0.6, -7
O=C(NCCCN1CCCC1)[C@H](CSCc1ccccc1)N1Cc2ccccc2C1=O
→ 1, 0.6, -0.1, 3
CC(=O)Nc1ccc(NC(=O)c2ccnc(N3CCOCC3)c2)cc1
→ -6, 1.2, 0.1, 0
COc1cc([N+](=O)[O-])ccc1NC(=O)CC12CC3CC(CC(C3)C1)C2
→ 1, 0.6, 0.5, 18
Cc1ccc(C)c(N2C(=O)CN(S(C)(=O)=O)CC2(C)C(=O)NC2CCCC2)c1 (stereo not drawn)
→ 3, 1.4, -0.1, 2
Cc1cc(C)cc(-n2cnc3cc(C(=O)O)ccc32)c1
→ -1, -0.2, 0.0, -5
CCOC(=O)C1=C(C)N=c2s/c(=C\c3ccc(-c4cc(Cl)ccc4Cl)o3)c(=O)n2C1c1c(OC)ccc2ccccc12 (stereo not drawn)
→ -4, -0.1, -0.1, 17
O=C(N[C@H]1C[C@H]2C(=O)N[C@@H](COCc3ccccc3)C(=O)N2C1)c1ccc(Br)cc1
→ 12, -0.5, -0.1, 0
COc1ccc(-c2n[nH]c(=S)n2/N=C/c2ccc(C)s2)cc1OC
→ -2, 2.1, -0.2, 9
CCN(CC)C(=S)SCC(=O)N1CCc2ccccc21
→ -33, -0.6, 0.1, -12
Cc1nc(NC(C(=O)O)C(C)C)c2c3c(sc2n1)CCCC3 (stereo not drawn)
→ 9, -0.4, 0.1, 2
CCCCNC(=O)c1c[nH]c2ccc(S(=O)(=O)N(C)c3cc(C)ccc3C)cc2c1=O
→ -3, 1.0, 0.1, -2
O=C(Nc1ccc2c(c1)OCCO2)c1coc(=O)c2ccccc12
→ -41, -2.5, 0.1, 1
CCn1cc(C(=O)NCCc2c(C)[nH]c3ccc(OC)cc23)c(C)n1
→ 1, -1.1, 0.6, 11
NC(=O)CSc1nnc(NC(=O)C2CCCCC2)s1
→ -4, 0.0, -0.1, -5
O=C(c1ccco1)N(CCN1CCCCC1)c1nc2ccccc2s1
→ -58, -1.2, 1.0, 6
CN(C)CCN1C(=O)C(O)=C(C(=O)/C=C/c2ccco2)C1c1cccnc1 (stereo not drawn)
→ 5, -0.1, -0.1, 43
O=C1NC(=O)/C(=C\c2ccc(OCc3ccc4ccccc4c3)c(Br)c2)N1
→ -14, -1.5, -0.1, 6
O=C1Nc2ccccc2/C1=C\c1ccc(C(=O)O)cc1
→ 1, -0.5, 0.0, -1
CCOc1ccc(-n2c(C)nc3cc(C(=O)NCc4cccs4)ccc32)cc1
→ 2, -0.1, 0.2, 7
CCOc1ccc(N(CC(=O)NC2CCCCC2C)S(=O)(=O)c2c(C)noc2C)cc1 (stereo not drawn)
→ 9, 0.3, -0.1, -6
COc1cc(C2NC(=S)NC(C)=C2C(C)=O)ccc1O (stereo not drawn)
→ -2, -0.8, 0.2, 4
CC(C)(C)c1ccc(CN[C@H]2C[C@H]3C(=O)N4CCC[C@H]4C(=O)N3C2)cc1
→ -16, 2.0, 0.1, -2
O=C(c1cccc(F)c1)N(c1ccc(F)cc1)C1C=CS(=O)(=O)C1 (stereo not drawn)
→ -12, 0.1, -0.1, 0
O=c1c2cc(-c3ccccc3)sc2ncn1/N=C/c1ccco1
→ -40, -3.6, 0.3, 16
COc1cc([N+](=O)[O-])ccc1-c1ccc(/C=C2/C(=N)N3N=C(C(C)C)SC3=NC2=O)o1
→ -3, -0.5, -0.2, -4
Cc1ccccc1OCC(=O)Nc1ccccc1F
→ -45, -1.1, -0.1, 3
COCCNC(=O)CN(C(=O)c1snc(C(N)=O)c1N)c1cc(C)cc(C)c1
→ -4, 0.6, 0.4, 16
O=C(COc1coc(CN2CCN(c3cccc(Cl)c3)CC2)cc1=O)N1CCCC1
→ 7, 3.8, 0.1, 0
CCN(CC)S(=O)(=O)c1cc(Br)c(C)cc1OC
→ -24, 0.2, 0.0, 12
CN(C)c1ccc(C(=O)NCC2Cc3cccc(-c4ccncc4)c3O2)cc1 (stereo not drawn)
→ -29, 0.0, -0.3, -14
O=S(=O)(c1cccc2nsnc12)N1CCCCC1
→ 6, -1.1, 0.5, 14

Remaining list, next part
Second line of a record – TEAD-YAP inh, GPR151 ag, FBW7 activator, MITF primary
Cc1ccc(Nc2n[nH]nc2C(=O)Nc2cccc(C)c2C)cc1
→ 0, -0.2, 1.0, 16
CCn1c(-c2cc(OC)cc(OC)c2)n[nH]c1=S
→ 7, 0.1, 0.0, 12
COCCn1c(=NC(=O)C2=COCCO2)sc2cc(S(C)(=O)=O)ccc21
→ 5, -1.4, 0.1, -4
CC(=O)NCCNC(=O)C1CCC(Cn2c(=O)[nH]c3ccsc3c2=O)CC1 (stereo not drawn)
→ -9, -1.1, 0.1, 22
O=C1CCC(CCNCc2ccncc2)N1Cc1cc(F)cc(F)c1 (stereo not drawn)
→ 14, -0.7, -0.2, 14
CCC(=O)N(CC)Cc1cc2cc(OC)ccc2[nH]c1=O
→ 0, 0.4, -0.6, 3
C/C=C/C(=O)OCC(=O)c1cc(OC)ccc1OC
→ -35, 0.3, 0.0, -1
O=C(Nc1nnc(-c2ccncc2)s1)C(=O)c1c[nH]c2ccccc12
→ 0, 0.4, -0.2, 4
Cc1nnc(SCC(=O)Nc2ccc(F)c([N+](=O)[O-])c2)s1
→ 5, -0.7, -0.2, 7
Cc1[nH]c2ccccc2c1C(=O)C(=O)NC1CC(C)CC(C)(C)C1 (stereo not drawn)
→ -3, 0.5, -0.1, 0
CCOC(=O)N1CCN(c2c(N3CCOCC3)c(=O)c2=O)CC1
→ 0, -0.2, -0.1, 5
O=C(Cc1ccc(Cl)cc1)Nc1ccc2nn(-c3ccc(F)cc3)nc2c1
→ 5, 0.1, -0.2, 2
Cc1csc(=NC(=O)c2ccccc2)n1Cc1ccco1
→ -11, -0.1, 0.0, -7
Cc1ccc(/C=C/S(=O)(=O)NCC(=O)OCC(=O)C23CC4CC(CC(C4)C2)C3)cc1
→ -3, -0.9, 0.1, -14
O=C(Cc1cccs1)Nc1nnc(SCc2ccccc2)s1
→ -5, 5.1*, 0.1, -3
CC(C)(C)c1ccc(OCC(O)CN2CCN(c3ccccc3F)CC2)cc1 (stereo not drawn)
→ -2, -0.6, 0.1, 14
COc1ccc(CCNc2c(-c3ccccn3)nc3cnccn23)cc1OC
→ -1, 0.4, 0.0, -17
O=C(Nc1cccc(F)c1)C1C2C=CC3(CN(CCCN4CCOCC4)C(=O)C13)O2 (stereo not drawn)
→ -12, -0.5, 0.0, -3
Cc1oc(-c2ccc(Cl)cc2)nc1CS(=O)CC(=O)NC1CCCCCC1 (stereo not drawn)
→ -12, 0.3, -0.2, 8
O=C(NCCO)c1cnc(N2CCCC2CO)s1 (stereo not drawn)
→ 2, -2.0, 0.0, -16
Cc1csc(NC(=O)/C=C/c2ccc(Cl)cc2Cl)n1
→ -40, -1.0, 0.8, 10
CC1=C(C(=O)OCC(C)C)C(c2ccncc2)C2=C(CC(c3ccccc3)CC2=O)N1 (stereo not drawn)
→ 13, 0.8, 0.0, -16
COC(=O)c1sccc1NC(=O)c1cc2c(s1)CCCC2
→ 1, -2.4, 0.9, 9
Cc1c(C(=O)NCc2ccccc2)sc2ncn(CC(=O)N3CCOCC3)c(=O)c12
→ 7, 1.8, 0.0, 10
O=C(O)CSc1ccc(C(=O)O)cc1[N+](=O)[O-]
→ -17, 0.8, -0.1, 3
CC(=O)c1c(Nc2ccccc2O)oc(C)cc1=O
→ -14, -1.5, -0.2, 11
CCCc1cc(=O)oc2cc(OCc3ccccc3Cl)ccc12
→ 3, 0.6, 0.0, -1
O=C(C[n+]1cccc2ccccc21)c1ccccc1
→ -7, -2.7, 0.1, 11
O=C(/C=C/c1ccccc1)NNC(=O)COc1ccc(OCc2ccccc2)cc1
→ -8, -0.2, 0.0, 0
O=C1NC(N2CCCCC2)=N/C1=C/c1ccc2c(c1)OCO2
→ -40, 0.3, 0.4, 3
CC(C(=O)Nc1cccc(C(F)(F)F)c1)n1ncn2cccc2c1=O (stereo not drawn)
→ -13, -0.2, -0.2, 12
COc1ccc(-c2cc(=O)oc(-c3cccc([N+](=O)[O-])c3O)n2)cc1OC
→ -1, -1.2, 0.5, 18
COC(=O)c1cccc(C(=O)N2CCCC(c3nc(C)ncc3-c3cccc(C)c3)C2)c1 (stereo not drawn)
→ -12, 0.4, -0.2, 4
CCn1ccc2c(OCC(=O)NC(C)C)cccc2c1=O
→ 3, -0.4, 0.0, -7
CCSCCOC(=O)C1=C(C)NC2=C(C(=O)CC(c3cccs3)C2)C1c1coc2ccccc2c1=O (stereo not drawn)
→ 9, -0.9, 0.7, -14
O=C(Nc1ccc2[nH]ncc2c1)C1CCN(C(=O)c2ccccc2F)C1 (stereo not drawn)
→ -1, 1.5, 0.4, -10
CCOc1ccc(/C=C/C(=O)Nc2ccccc2C(N)=O)cc1
→ 8, -6.6, 0.0, 5
N#CC1=C(N)N(c2ccc(S(=O)(=O)Nc3nccs3)cc2)C2=C(CCCC2)C1(C(F)(F)F)C(F)(F)F
→ 5, -0.8, 0.2, 9
O=C(O)CN(Cc1ccco1)S(=O)(=O)c1ccccc1
→ -4, -1.2, -0.2, -7
NCCC(O)(P(=O)(O)O)P(=O)(O)O
→ -5, 1.2, 0.1, 0

Compound profiles (already shown). Screens in order: TEAD-YAP inh | GPR151 ag | FBW7 activator | MITF primary
Results for CCSCCOC(=O)C1=C(C)NC2=C(C(=O)CC(c3cccs3)C2)C1c1coc2ccccc2c1=O (stereo not drawn) : 9 | -0.9 | 0.7 | -14
Results for O=C(O)CN(Cc1ccco1)S(=O)(=O)c1ccccc1 : -4 | -1.2 | -0.2 | -7
Results for N#CC1=C(N)N(c2ccc(S(=O)(=O)Nc3nccs3)cc2)C2=C(CCCC2)C1(C(F)(F)F)C(F)(F)F : 5 | -0.8 | 0.2 | 9
Results for O=C(Nc1ccc2[nH]ncc2c1)C1CCN(C(=O)c2ccccc2F)C1 (stereo not drawn) : -1 | 1.5 | 0.4 | -10

The order is random; about 3.5% have a hit in one of these screens.
